Screens deposited in PubChem BioAssay by Broad Institute.
HDAC3 inhib – blocks human histone deacetylase 3 | actives 0.15% (n = 320,000) | recombinant HDAC3, fluorogenic peptide/trypsin coupled, fluorescence | AID 2718 | inhibition, % at 8.3 µM | O15379; in the data active means inhibition above about 26%, passing the limit was not always enough
Target sequence (O15379 whole entry, looked up): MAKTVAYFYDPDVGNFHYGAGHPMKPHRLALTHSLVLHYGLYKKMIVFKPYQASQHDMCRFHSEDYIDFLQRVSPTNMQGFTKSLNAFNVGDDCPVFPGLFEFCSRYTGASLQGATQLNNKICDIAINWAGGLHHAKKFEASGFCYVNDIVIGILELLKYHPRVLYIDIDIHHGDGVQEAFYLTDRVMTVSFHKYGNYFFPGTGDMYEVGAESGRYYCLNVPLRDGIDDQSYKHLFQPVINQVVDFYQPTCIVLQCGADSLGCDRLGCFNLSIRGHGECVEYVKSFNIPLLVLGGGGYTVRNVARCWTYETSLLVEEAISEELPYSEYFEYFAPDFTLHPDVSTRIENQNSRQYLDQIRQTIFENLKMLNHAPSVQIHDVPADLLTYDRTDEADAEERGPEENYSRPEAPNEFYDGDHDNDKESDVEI
Starred values were filed as active, the others as inactive. This is a subset; the hit share may differ from the screen's.

# | structure | HDAC3 inhib
1 | COCCN(C(=O)c1c(C)noc1C)c1c(N)n(CC(C)C)c(=O)[nH]c1=O | 3.4
2 | CN(c1ccccc1)S(=O)(=O)c1cccc(C(=O)NC2CC(C)(C)NC(C)(C)C2)c1 | 2.5
3 | COc1ccc(NC(=O)COc2ccc(C(=O)NCc3cccnc3)cc2OC)cc1 | -5.6
4 | CC1CCC2(CC1)NC(=O)N(CC(=O)NCCc1ccccc1)C2=O (stereo not drawn) | -4.6
5 | CCCCC(CC)COP(=O)(OCC(CC)CCCC)OCC(CC)CCCC (stereo not drawn) | 0.1
6 | COc1ccc(C)cc1N1CC(C(=O)Nc2ccccc2N2CCCCC2)CC1=O (stereo not drawn) | 4.7
7 | Cc1cc(C)n(CC(=O)NNC(=O)c2ccc(OC(F)(F)F)cc2)n1 | -4.3
8 | CCOC(=O)C1=C(CC)Nc2ccccc2N/C1=N\S(=O)(=O)c1ccccc1OC | 5.5
9 | Cc1ccc(S(=O)(=O)NCC(=O)OCCOc2ccc(Br)cc2)cc1 | -6.0
10 | COc1cccc(NC(=O)CN2C(=O)NC(Cc3c[nH]c4ccccc34)C2=O)c1 (stereo not drawn) | -2.3
11 | CCCCC(NC(=O)c1ccc(C#N)cc1)C(=O)NCCC (stereo not drawn) | -3.3
12 | Cc1ccc(S(=O)(=O)N(C)CC(=O)OCC(=O)NCCc2ccc(S(N)(=O)=O)cc2)cc1 | 4.7
13 | COc1cc2cc(CCOC(=O)c3ccc(F)cc3)oc(=O)c2cc1OC | 4.8
14 | COc1ccc(Cl)cc1C(=O)NNC(=O)CNC(=O)c1ccc(C)s1 | -3.0
15 | Cn1c(=O)c2c(ncn2CC(=O)OCC(=O)Nc2cc(Cl)ccc2C#N)n(C)c1=O | -0.8
16 | Cc1ccc(NC(=O)CN(C)C(=O)CSc2nnc(C)s2)cc1 | 2.4
17 | c1ccc(NC2=NCCN2CC2CCCCCC2)cc1 | -3.0
18 | CCN(C[C@H]1N[C@@](Cc2ccccc2)(C(=O)OC)[C@H]2C(=O)N(C)C(=O)[C@@H]12)S(=O)(=O)c1ccc(OC)cc1 | 1.4
19 | c1ccc2c(c1)Oc1ccccc1S2 | -1.1
20 | Cc1ccsc1C(=O)OCC(=O)Nc1cccc(F)c1 | 1.2
21 | Cc1cccc(NC(=O)c2ccc(OCc3c(C)noc3C)cc2)c1 | 6.5
22 | C[C@H](CO)N1C[C@H](C)[C@@H](CN(C)S(=O)(=O)c2ccc(F)cc2)Oc2c(NC(=O)Nc3ccc4c(c3)OCO4)cccc2C1=O | -1.0
23 | Cc1ccc(CNC(=O)CCn2cc(-c3ccc(F)cc3)nc2-c2ccncc2)cc1 | 4.5
24 | CCN(CC)S(=O)(=O)c1cc(NC(=O)CCn2[nH]c(=O)ccc2=O)ccc1C | 0.1
25 | CN1CCC[C@H]1CCNC(=O)c1c(-c2ccsc2)sc2ccccc12 | -4.2
26 | O=S(=O)(c1ccccc1F)N1CCN(Cc2cc3c(cc2O)OCO3)CC1 | -0.9
27 | CN1CCC(N(C)C(=O)c2ccc(Cl)c(S(=O)(=O)Nc3cc(Cl)ccc3Cl)c2)CC1 | -1.8
28 | CC1CCC2(CC1)NC(=O)N(CC(=O)Nc1cc(S(=O)(=O)N3CCCC3)ccc1Cl)C2=O (stereo not drawn) | 1.3
29 | CC1(C)CC(=O)C(CO)=C(c2cccc3ccccc23)C1=O | 0.2
30 | COc1ccccc1OCC(=O)Nc1ccc(N2CCOCC2)cc1N1CCOCC1 | 1.3

Reformatted: entries from further up.
item	HDAC3 inhib	SMILES
25	-4.2	CN1CCC[C@H]1CCNC(=O)c1c(-c2ccsc2)sc2ccccc12
26	-0.9	O=S(=O)(c1ccccc1F)N1CCN(Cc2cc3c(cc2O)OCO3)CC1
27	-1.8	CN1CCC(N(C)C(=O)c2ccc(Cl)c(S(=O)(=O)Nc3cc(Cl)ccc3Cl)c2)CC1
28	1.3	CC1CCC2(CC1)NC(=O)N(CC(=O)Nc1cc(S(=O)(=O)N3CCCC3)ccc1Cl)C2=O (stereo not drawn)

Next part
# | structure | HDAC3 inhib
31 | COc1ccc(NC(=O)Nc2cccc3c2O[C@H](CN(C)C(=O)Nc2ccccc2)[C@@H](C)CN([C@H](C)CO)C3=O)cc1 | -3.9
32 | COc1ncc(-c2ccc3c(c2)S(=O)(=O)c2cccc(C(=O)NCc4ccco4)c2C3=O)cn1 | -5.3
33 | O=C(C[C@@H]1C/C=C\C[C@H](NC(=O)OCC2c3ccccc3-c3ccccc32)C(=O)OC[C@H]2CCCN2C1=O)N[C@@H](CO)Cc1ccccc1 | 9.6
34 | C[C@@H]1COC(=O)[C@@H](CC(=O)OC(C)(C)C)C/C=C\C[C@H](CC(=O)NCCO)C(=O)N1 | 0.2
35 | CCC(CO)Oc1cc(NCc2ccccc2)c2ncn(C3CCCC3)c2c1 (stereo not drawn) | 1.0
36 | COc1ccccc1CC(=O)Nc1ccc(S(=O)(=O)N2CC(C)CC(C)C2)cc1 (stereo not drawn) | 8.6
37 | CCCCCCSc1ccc([C@@H]2[C@@H]3C(=O)N(CC)C(=O)[C@@H]3[C@]3(C(=O)OC)CCCCN23)cc1OC | 10.7
38 | COc1ccc(C(=O)N(C)Cc2cnn(Cc3ccccc3)c2)cc1S(=O)(=O)N1CCOCC1 | -1.8
39 | O=C(Nc1ccccc1C(F)(F)F)C(O)(c1ccccc1)C1CCCCC1 (stereo not drawn) | 1.4
40 | O=C(Nc1cccc(S(=O)(=O)N2CCCCC2)c1)C1CC(=O)N(Cc2ccccc2)C1 (stereo not drawn) | 8.5
41 | O=C(NCc1ccc(F)cc1)c1ccc(S(=O)(=O)N2CCCCC2)cc1 | 1.4
42 | Cc1ccc(S(=O)(=O)N2[C@@H](c3ccc(Cl)cc3)C(C(=O)O)=C[C@H]2C(C)(C)C)cc1 | 6.8
43 | Cc1cccc(OCC(=O)N(C)CC(=O)Nc2cccc(F)c2)c1C | 1.1
44 | Cc1ccc(-c2cc3onc(-c4ccccc4)c3c(=O)n2C)cc1 | 2.0
45 | CCN(C[C@H]1N[C@@](CC)(C(=O)OC)[C@H]2C(=O)N(C)C(=O)[C@@H]12)C(=O)Nc1ccc(C(F)(F)F)cc1 | -2.5
46 | CC1CCCCC1NC(=O)Cn1c(=O)cnc2ccccc21 (stereo not drawn) | -0.2
47 | O=C1N[C@H](Cc2ccccc2)COC(=O)[C@@H](Cc2ccc(F)cc2)C/C=C\C[C@H]1CC(=O)N(CCO)Cc1ccccc1 | 5.7
48 | C[C@H]1CN=C(N(C)C)N1CCCC1CCCCC1 | 1.3
49 | O=C1NCCO1 | 4.4
50 | CC(OC(=O)C1CCN(c2ccc(C(F)(F)F)cn2)CC1)C(=O)Nc1cccc([N+](=O)[O-])c1 (stereo not drawn) | 13.8
51 | Cc1cccc(NC(=O)c2ccc(Cl)c(S(=O)(=O)N3CCCCCC3)c2)n1 | 5.3
52 | CCOc1ccc(NS(=O)(=O)c2ccc(C(=O)NCC(c3ccco3)N3CCCC3)cc2)cc1 (stereo not drawn) | 3.6
53 | O=C(NCCN1C(=O)S/C(=C/c2cccnc2)C1=O)C1=NN(c2ccccc2)C(=O)CC1 | 0.2
54 | CCCCn1c(CCl)nc2cc(S(=O)(=O)N3CCOCC3)ccc21 | -11.8
55 | Cc1cccc(C(=O)NCC(=O)N2CC=C(c3ccccc3)CC2)c1 | 1.3
56 | Cc1cc(C(=O)Nc2cccc3c2O[C@@H](CN(C)S(=O)(=O)c2ccccc2)[C@H](C)CN([C@@H](C)CO)C3=O)n(C)n1 | -1.0
57 | COc1ccc(C)cc1NC(=O)CCCN1C(=O)CN(C)C1=O | 5.1
58 | O=C(COC(=O)c1cc[n+]([O-])cc1)Nc1cccc(F)c1 | -0.7
59 | CCS(=O)(=O)c1ccc(O)c(NC(=O)c2cc(-c3ccccn3)nc3ccccc23)c1 | 4.9
60 | COc1ccc(NS(=O)(=O)c2cc(NC(=O)c3cc(F)c(F)cc3Cl)ccc2N2CCOCC2)cc1 | -2.7
61 | CCOc1ccc(NC(=O)CN(C)C(=O)C2COc3ccccc3O2)cc1OCC (stereo not drawn) | 3.6
62 | O=C(NCc1ccccc1CN1CCCC1)c1cc2ccccc2o1 | 2.3
63 | CC(C)(C)CNC(=O)c1cccc2c1C(=O)c1ccc(-c3cc4ccccc4o3)cc1S2(=O)=O | -3.1
64 | COc1ccc(NC(=O)[C@@H]2CCCN2S(=O)(=O)c2cccc3cccnc23)cc1 | 5.7
65 | COc1ccc(NC(=O)COC(=O)Cn2cnc3ccccc32)cc1 | 0.6
66 | Cn1nnnc1SCC(=O)Nc1ccc(Br)cc1Br | 3.3
67 | CC1CC(C)(C)CC2(C1)NC(=O)N(CC(=O)OCc1ccc(Br)cc1)C2=O (stereo not drawn) | 10.8
68 | O=C(COc1cccc(Br)c1)Nc1ccc(Cl)c(S(=O)(=O)N2CCOCC2)c1 | 2.9
69 | COc1ccc(S(=O)(=O)N2CCCCC2)cc1NC(=O)CCCOc1ccccc1 | -1.7
70 | O=C(COC(=O)c1ccc(Cl)nc1)Nc1ccc2c(c1)OCCO2 | -0.9
71 | Nn1c(SCC(=O)Nc2ccc(N3CCOCC3)cc2)nnc1-c1ccccc1F | -1.2
72 | CCc1cccc2c(C(=O)CN3C(=O)NC4(CCCCC4)C3=O)c[nH]c12 | -2.2
73 | CCN(CC(=O)Nc1ccc(NC(C)=O)cc1)C(=O)c1ccccc1SCC(=O)N1CCCC1 | -4.8
74 | C=C[C@H](Cc1ccccc1)N(Cc1ccccc1)S(=O)(=O)N(Cc1ccccc1)[C@H](C=C)Cc1ccccc1 | 0.1
75 | COc1ccc([N+](=O)[O-])cc1NCC(=O)Nc1cc(S(=O)(=O)N2CCCCC2)ccc1C | -0.4

In a second layout: entries from further up.
#43 Cc1cccc(OCC(=O)N(C)CC(=O)Nc2cccc(F)c2)c1C
  HDAC3 inhib: 1.1

#44 Cc1ccc(-c2cc3onc(-c4ccccc4)c3c(=O)n2C)cc1
  HDAC3 inhib: 2.0

Looked up above.
compound 67 – HDAC3 inhib = 10.8
compound 75 – HDAC3 inhib = -0.4

Further results
# | structure | HDAC3 inhib
76 | O=C(CN1C(=O)NC(CCc2ccccc2)C1=O)Nc1cccc(Br)c1 (stereo not drawn) | 2.9
77 | O=C(COC(=O)C12CC3CC(CC(O)(C3)C1)C2)Nc1ccc(Cl)c(S(=O)(=O)N2CCOCC2)c1 | -13.3
78 | CC1CC(=O)Nc2ccccc2N1C(=O)CSc1nnnn1C (stereo not drawn) | -7.0
79 | COc1cc(-c2ccc3c(=O)c4ccccc4sc3c2)cc(OC)c1OC | -5.6
80 | Cc1ccc(S(=O)(=O)N2CCC(C(=O)Nc3ccc(C(C)C)cc3)CC2)cc1 | -3.1
81 | COC(=O)c1ccc(CNC(=O)[C@@H]2CCCN2S(=O)(=O)c2ccccc2F)cc1 | -8.9
82 | O=C(CN1C(=O)NC2(CCc3ccccc32)C1=O)NCc1ccc(Cl)cc1 (stereo not drawn) | -3.5
83 | CCCc1cc(=O)[nH]c(SCC(=O)Nc2sc(C(N)=O)c(C)c2C(=O)OCCOC)n1 | 2.4
84 | CC(=O)NCc1ccc(-c2csc(NC(=O)CCCc3nc4ccccc4c(=O)[nH]3)n2)cc1 | -2.7
85 | CCCCOc1ccc(C(=O)NCC(=O)NCC(c2cccs2)N2CCOCC2)cc1 (stereo not drawn) | -4.3
86 | CCN(CC)C(=O)[C@H]1CC(CC(=O)NC(C)(C)C)C(=O)N2CCc3c([nH]c4ccccc34)[C@]12C (stereo partly drawn) | 1.6
87 | COC(=O)C1=C(C)N(Cc2ccccc2)C(=NCCc2c[nH]c3ccccc23)N[C@H]1c1cccc(C(F)(F)F)c1 | 11.1
88 | CC(O)[C@H]1CC[C@H]2[C@@H]3CC[C@H]4C[C@H](O)CC[C@]4(C)[C@H]3[C@H](O)C[C@]12C (stereo partly drawn) | -5.6
89 | O=C(COC(=O)c1cccc(Cl)c1)NC1CCCCCCC1 | 4.5
90 | CCN(C[C@H]1N[C@@](C)(C(=O)OC)[C@H]2C(=O)N(C)C(=O)[C@@H]12)C(=O)Nc1ccc(OC)cc1 | -1.7
91 | Cc1cc(C)n(-c2ccc(C(=O)N3CCN(S(=O)(=O)c4ccc(C(C)C)cc4)CC3)cc2)n1 | -0.6
92 | CC(=O)c1cccc(S(=O)(=O)Nc2ccccc2N2CCOCC2)c1 | -1.1
93 | Cc1ccc(C(=O)NC(=S)N2CCCCCC2)cc1 | -0.1
94 | Cn1nc(C(=O)Nc2ccc(-n3cnnn3)cc2)c2ccccc2c1=O | 1.0
95 | C[C@@H](O)[C@H]1O[C@]2(C)CCC[C@H]1O2 | -2.8
96 | COc1ccc(N2CC(C(=O)Nc3ccc(S(=O)(=O)Nc4nccs4)cc3)CC2=O)c(OC)c1 (stereo not drawn) | -0.6
97 | CCC(C)(C)C(=O)O | -0.5
98 | Cc1ccc(S(=O)(=O)Nc2nc3ccccc3nc2N2CCOCC2)cc1 | -6.7
99 | Cc1ccc(S(=O)(=O)Nc2cc(Cl)ccc2-n2cncn2)cc1 | 1.3
100 | Cc1nc2ccc(NS(=O)(=O)c3c(F)cc(F)cc3Br)cc2s1 | -4.7
101 | Cc1ccc(NC(=O)CSCC(=O)NC2(C)CCS(=O)(=O)C2)cc1 (stereo not drawn) | 1.1
102 | Cc1ccc(NC(=O)CSc2nnc(C)n2C2CC2)cc1S(=O)(=O)N1CCOCC1 | 2.4
103 | CCN(C(=O)CSc1nc2ccccc2[nH]1)C1CCS(=O)(=O)C1 (stereo not drawn) | 5.7
104 | Cc1ccc(-n2c(C)nnc2SCC(=O)N(C)c2c(N)n(Cc3ccccc3)c(=O)[nH]c2=O)cc1 | 10.1
105 | Cc1ccccc1C(=O)N1CCC(C(=O)NN2C(=O)NC3(CCCCC3)C2=O)CC1 | -4.2

Entries shown so far that have a nitro group on carbon, in the order listed:
# | structure | HDAC3 inhib
50 | CC(OC(=O)C1CCN(c2ccc(C(F)(F)F)cn2)CC1)C(=O)Nc1cccc([N+](=O)[O-])c1 (stereo not drawn) | 13.8
75 | COc1ccc([N+](=O)[O-])cc1NCC(=O)Nc1cc(S(=O)(=O)N2CCCCC2)ccc1C | -0.4

Additional structures.
# | structure | HDAC3 inhib
106 | O=C(CN1C(=O)NC2(CCCCCC2)C1=O)Nc1ccc(Cl)cc1Cl | -4.2
107 | CC1CCN(c2ccc3c(c2)S(=O)(=O)c2cccc(C(=O)O)c2C3=O)CC1 | 13.6
108 | CC1CC(=O)Nc2ccccc2N1C(=O)CN1C(=O)C(=O)N(C)C1=O (stereo not drawn) | -1.8
109 | O=S(=O)(c1ccc(OCc2ccc(Br)cc2)cc1)N1CCOCC1 | 2.6
